# Assay outcomes deposited in PubChem by several laboratories.
# zVAD death inh: inhibitors of zVAD-triggered necroptosis, primary screen, L929 cells; viability rescue, % at 10 µM; AID 1377, 2008; 220,000 tested, 0.38% active; L929 zVAD necroptosis rescue, ATP luminescence, 24 h; with zVAD 60 µM;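 active means activation, scaled between plate controls, above about 75%, limit read from the data; inactive means activation under that limit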;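 further: 0% = zVAD with DMSO and 100% = DMSO alone without zVAD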
# TNF death inh: inhibitors of TNF-alpha triggered necroptosis, primary screen, cell-based, Jurkat FADD-/-, single concentration; Jurkat FADD-/- TNF necroptosis rescue, ATP luminescence, 24 h; 0 = TNF only, 100 = no-TNF cells; activation (protection from cell death), % at 10 µM; 220,000 tested, 0.068% active;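 active means activation, meaning protection from cell death, of at least 50% relative to plate controls; inactive means activation below 50%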;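 further: necroptosis triggered by 40 ng/mL TNF-alpha added together with compound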
# FXIa inh 1536: human FXIa protease inhibitors, primary screen, biochemical, 1536-well; purified FXIa, Boc-Glu-Ala-Arg-AMC fluorogenic substrate; inhibition, % at 5 µM; 220,000 tested, 0.14% active; AID 798, 2007;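 active means inhibition of at least 40%; inactive means inhibition below 40%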;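 further: fluorescence of freed AMC excited at 355 nm; 0% = enzyme without compound and 100% = no enzyme blank; many of its hits are not listed in these tables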
# PPC-1+TRAIL kill: compounds killing PPC-1 cancer cells with TRAIL present, primary screen, TRAIL potentiator project, ATPLite luminescence, uHTS. PPC-1 cells + TRAIL, ATPLite viability luminescence. cell killing (% activity), % at 4 µM. 220,000 tested, 0.41% active;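 active means cell killing above 50% in the first pass at 4 µM, then a duplicate retest at 5 µM averaging 50% or more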;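 further: plate controls were cells with TRAIL plus DMSO for no effect and medium-only wells lacking cells for full effect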
# Wee1 degr inh: Wee1 degradation inhibitors, primary screen, cell-based, HeLa, Wee1K328M-luciferase, luminescence; reporter increase, % at 5 µM; HeLa Luc-Wee1K328M stability; 100% = proteasome inhibitor MG132 effect; Wee1-like protein kinase (Homo sapiens), P30291; 220,000 tested, 1.2% active;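 active means activation above the mean of all tested compounds plus 3 SD, set per screening run, cut at about 8.8% in these data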;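 further: cells exposed to compound for 20 h before luminescence read; 0% = DMSO alone and 100% = MG132 at 30 µM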
# Target sequence (P30291 whole entry K328M): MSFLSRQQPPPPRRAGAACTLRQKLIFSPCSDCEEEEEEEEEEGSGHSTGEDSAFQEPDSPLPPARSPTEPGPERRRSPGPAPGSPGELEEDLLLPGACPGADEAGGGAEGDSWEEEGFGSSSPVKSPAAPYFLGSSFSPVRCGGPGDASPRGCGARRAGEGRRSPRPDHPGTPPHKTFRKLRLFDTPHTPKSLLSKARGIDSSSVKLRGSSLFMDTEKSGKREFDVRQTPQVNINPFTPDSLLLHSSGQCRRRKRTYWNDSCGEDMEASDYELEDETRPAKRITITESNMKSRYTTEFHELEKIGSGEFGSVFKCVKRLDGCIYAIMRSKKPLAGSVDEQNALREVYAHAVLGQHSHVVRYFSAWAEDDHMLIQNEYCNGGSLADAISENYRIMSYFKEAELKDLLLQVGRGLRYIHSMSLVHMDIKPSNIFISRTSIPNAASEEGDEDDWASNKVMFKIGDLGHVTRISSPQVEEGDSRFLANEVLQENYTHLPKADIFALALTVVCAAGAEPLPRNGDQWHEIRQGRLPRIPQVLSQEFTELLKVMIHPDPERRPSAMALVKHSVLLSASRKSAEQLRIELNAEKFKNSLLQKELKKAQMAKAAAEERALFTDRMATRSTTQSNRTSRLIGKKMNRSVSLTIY
# CHOP inhibitor: inhibitors of CHOP promoter induction, primary screen, cell-based, unfolded protein response, luciferase reporter | 220,000 tested, 3.8% active | inhibition, % at 10 µM | AID 2732, 2010 | CHO-K1 CHOP-promoter luciferase, tunicamycin-induced, 15-18 h;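 active means compounds that reduced the stress-induced luciferase reporter signal by more than about 70% of percent inhibition, limit read from the data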;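 further: 0% = tunicamycin plus vehicle and 100% = wells without tunicamycin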
# EP2 antag: human EP2 receptor antagonists, primary screen, TR-FRET cAMP, C6 glioma cells | Prostaglandin E2 receptor EP2 subtype (Homo sapiens), P43116 | 260,000 tested, 0.52% active | C6 glioma cells expressing human EP2; cells stimulated with saturating PGE2 | inhibition, % at 25 µM;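 active means percent inhibition above 40 after rounding to a whole number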;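 further: rat C6 glioma host cells with rolipram phosphodiesterase inhibitor present; the protocol text gives 20 µM as final concentration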
# Target sequence (P43116 whole entry, looked up): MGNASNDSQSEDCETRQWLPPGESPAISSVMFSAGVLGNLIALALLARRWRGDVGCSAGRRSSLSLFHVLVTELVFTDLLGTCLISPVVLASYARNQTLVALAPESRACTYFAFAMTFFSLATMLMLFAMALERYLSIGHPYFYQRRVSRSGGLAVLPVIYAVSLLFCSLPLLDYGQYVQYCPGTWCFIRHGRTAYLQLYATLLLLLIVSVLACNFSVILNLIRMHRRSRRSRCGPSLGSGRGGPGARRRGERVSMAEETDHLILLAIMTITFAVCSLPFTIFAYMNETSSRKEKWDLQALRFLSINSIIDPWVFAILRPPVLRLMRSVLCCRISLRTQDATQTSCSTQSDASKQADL
# TbHK1 inh: Trypanosoma brucei hexokinase 1 inhibitors, primary screen, biochemical, G6PDH-coupled NADH absorbance, MLSCN library; recombinant TbHK1, G6PDH-coupled NADH A340; hexokinase 1 [Trypanosoma brucei]; 220,000 tested, 0.11% active; inhibition, % at 10 µM;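 active means inhibition of 50% or more in the single-dose primary screen; inactive means inhibition below 50%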
# FXIIa inh 1536: human FXIIa protease inhibitors, primary screen, biochemical, 1536-well; Coagulation factor XII (Homo sapiens), P00748; inhibition, % at 5 µM; purified FXIIa, Boc-QGR-AMC fluorogenic substrate, 2 h; 220,000 tested, 0.3% active; in the data active means inhibition above about 40%;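 further: 0% = enzyme with no compound and 100% = blank without enzyme; many of its hits are not listed in these tables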
# * marks the source's active call; other numbers are inactive results; · = not tested or not shown; & = joins results of further samples; [ ] = dose if it differs, or a comment. These rows are one share of the data; rates above refer to the full screens.
SMILES	zVAD death inh	TNF death inh	FXIa inh 1536	PPC-1+TRAIL kill	Wee1 degr inh	CHOP inhibitor	EP2 antag	TbHK1 inh	FXIIa inh 1536
CCN(Cc1ccccc1)Cc1c(F)cccc1F	-0.2	-0.8	-4	-6	-3	52	10	3	4
O=C(Nc1ccc2c(c1)OCO2)C1CCN(C(=O)c2ccc(Br)cc2)CC1	-0.2	-1.5	2	-1	-1	-11	6	-3	11
CCCNC(=O)NC(=O)COC(=O)c1cccc(NS(=O)(=O)c2ccc(F)c(F)c2)c1	0.8	0.5	-9	38	2	21	7	39	2
CC(C)(C)c1ccc(COc2ccsc2C(=O)O)cc1	7.2	-0.6	-1	-3	6	-12	15	13	11
Cc1ccc(S(=O)(=O)/N=C2/C=C(Sc3ncn[nH]3)C(=O)c3ccccc32)c(C)c1	2.5	-9.2	-2	46	-3	109*	54*	20	-1
O=C(N/N=C/c1ccc(N2CCOCC2)s1)c1ccccc1Br	11	1.3	0	24	-2	2	5	-16	13
Cc1ccc(Cl)cc1N1CCN(C(=O)c2ccc(NS(=O)(=O)c3c(C)noc3C)cc2)CC1	0.8	-4.5	7	10	-2	51	·	-1	13
COc1ccc(C2N=C(N)N=C(N)N2c2ccccc2)cc1OC (stereo not given)	0.2	-0.8	-6	5	2	12	8	4	6
Cc1cc(C(=O)CSc2nn3c(=O)c(C(C)(C)C)nnc3s2)c(C)n1C	6.0	0.6	-2	8	-3	18	11	-6	9
Cc1ccccc1OCc1nc2c3c(ncn2n1)-c1ccccc1CC31CCCC1	-0.4	-0.1	-8	9	-2	14	7	-7	6

# Next section.
SMILES	zVAD death inh	TNF death inh	FXIa inh 1536	PPC-1+TRAIL kill	Wee1 degr inh	CHOP inhibitor	EP2 antag	TbHK1 inh	FXIIa inh 1536
CC(=O)c1ccc(NC(=S)Nc2cccc(S(=O)(=O)Nc3c(C)n(C)n(-c4ccccc4)c3=O)c2)cc1	2.1	0.1	-6	5	1	10	-2	-12	3
CCOC(=O)c1ccc(S(=O)(=O)N2CCN(C(C)=O)CC2)cc1	0.4	1.5	24	-4	-2	25	3	8	26
COc1cccc(NC(=O)CSc2nnc(Cc3cccs3)n2-c2ccc(C)cc2)c1	-0.2	-0.9	14	-3	2	16	4	6	15
CCn1cc(C(=O)NCCOC)c(=O)c2ccc(C)nc21	-0.1	-1.5	-10	32	-2	-12	6	-11	-12
Cn1c(CSCc2ccc(Cl)cc2)nnc1SCC(=O)Nc1nccs1	-0.4	-0.5	4	14	2	33	1	7	1
O=C(NCCCn1ccnc1)c1cc(C2CC2)on1	5.4	-1.1	1	4	-3	24	8	-1	7
CCc1nnc(NC(=O)CSc2nnc(-c3ccc(S(=O)(=O)N(CC)CC)cc3)n2CC)s1	0.7	0.7	10	-2	-2	11	10	0	21
O=C(/C=C/c1cc(Br)ccc1O)c1ccco1	33	-20	-3	10	7	-47	5	-31	4
O=C(Cn1ccc(C(F)(F)F)n1)N/N=C/c1ccc(N2CCOCC2)cc1	3.3	1.2	-1	12	-2	19	11	-32	·
CC(=O)N1CCN(S(=O)(=O)c2ccc(S(=O)(=O)NC3CC3)cc2)CC1	-0.9	-1.0	-9	23	1	14	5	-1	7

# Continuation:
SMILES	zVAD death inh	TNF death inh	FXIa inh 1536	PPC-1+TRAIL kill	Wee1 degr inh	CHOP inhibitor	EP2 antag	TbHK1 inh	FXIIa inh 1536
Cc1nnc(SCC(=O)Nc2cccc(C(F)(F)F)c2)[nH]c1=O	0.0	0.3	6	3	-1	32	6	-2	13
COC(=O)c1ccc(CSc2nnc(Nc3ccc(OC)cc3)s2)o1	0.7	3.0	1	4	-1	11	13	1	13
O=C(Nc1cccc(S(=O)(=O)N2CCCCC2)c1)c1ccc([N+](=O)[O-])o1	45	-9.9	-3	17	4	-151	19	-14	4
CC(C)(C)c1ccc(C(=O)c2c[nH]c(C(=O)NCc3cccnc3)c2)cc1	42	-2.2	4	1	3	15	13	0	15
C/C(=N\NC(=S)NCc1ccccc1)c1ccc(C(C)(C)C)cc1	0.4	0.6	9	11	1	40	2	7	9
S=C(Nc1ccccc1)N1CCCN1c1ccccc1	-0.4	-0.5	-5	-29	-1	-7	7	-3	9
O=C(CSc1nc(-c2ccccc2)nc2c1Cc1ccccc1O2)Nc1ccc(C(=O)O)cc1	2.8	0.5	-5	10	4	77*	12	13	4
CCOC(=O)C1(Cc2ccccc2C(F)(F)F)CCN(CC(O)CO)CC1 (stereo not given)	-0.2	1.3	-3	25	2	20	8	-9	9
COc1ccccc1Cn1c(C(C)C)nc2ccccc21	-0.6	1.3	2	6	1	5	9	-7	4
CCCn1c(/N=C/c2c[nH]c3ccccc23)nc2ccccc21	-0.1	-0.4	-3	-13	-3	105*	7	-1	9

# Next part.
SMILES	zVAD death inh	TNF death inh	FXIa inh 1536	PPC-1+TRAIL kill	Wee1 degr inh	CHOP inhibitor	EP2 antag	TbHK1 inh	FXIIa inh 1536
CCc1nnc2sc(-c3ccc(NC(=O)c4ccco4)cc3)nn12	2.1	-0.1	-3	24	-2	22	11&9	-26	1
CCO[C@@H]1OC(C(N)=O)=C[C@H](c2ccccc2)[C@H]1CCCO	0.1	0.5	-6	7	0	1	18	-3	2
O=C(NC(=S)Nc1cccc2cnccc12)c1ccccc1	3.9	0.7	-1	36	-1	44	5	-3	·
COc1ccc(OC)c(S(=O)(=O)NCCc2ccccc2)c1	0.6	1.3	0	38	0	27	12	-5	3
COc1ccc(OCCOC(=O)c2cccc(-n3cnnn3)c2)cc1	0.3	0.5	-4	16	1	-10	4	3	6
C#CC[N+]1(CC#Cc2cccc(C)c2)CCCCC1	0.0	-0.3	8	10	-3	9	9&4	12	15
CC(C)CNC(=O)c1ccc(Cl)c(Cl)c1	-0.5	0.5	-10	37	1	19	8	-4	-2
COc1ccccc1NC(=O)NCC(=O)Nc1c(C)cccc1C	3.1	0.6	-6	-18	3	5	3	-4	2
COc1cc(C(=O)NC2=C(C#N)CCC2)cc(OC)c1OC	2.9	-0.6	-5	41	-1	10	7	-5	6
CC1CN(c2nc3ccccn3c(=O)c2/C=C(\C#N)C(N)=O)CC(C)O1 (stereo not given)	-0.8	1.0	-4	-13	5	7	13	-25	1

# Remaining list, next part.
SMILES	zVAD death inh	TNF death inh	FXIa inh 1536	PPC-1+TRAIL kill	Wee1 degr inh	CHOP inhibitor	EP2 antag	TbHK1 inh	FXIIa inh 1536
Cn1nnnc1SCc1ccc(Cl)cc1	83*	32	-21	-22	13*	-6	2	-6	8
COc1ccc(-c2csc3ncn(-c4ccc(C)cc4)c(=O)c23)cc1OC	38	-3.0	-3	2	-3	58	3	-6	1
Cc1ccc(C2C3=C(CCCC3=O)Nc3[nH]c(=S)[nH]c(=O)c32)cc1 (stereo not given)	-1.4	-1.8	2	-2	-1	7	3	-5	-2
COc1ccc(CC(=O)N2CCCc3ccccc32)cc1	0.8	0.1	-10	17	-1	-2	9	-2	-7
Cc1ccn2cc(-c3cccc(NC(=O)C(C)C)c3)nc2c1	0.7	0.1	-4	3	0	-7	11&4	-4	6
CCOc1ccc(Cc2nc(C)c(CC(=O)N3CCCCC3)c(=O)[nH]2)cc1	-0.1	-1.1	-11	-4	0	0	12	3	2
CCN(CC)S(=O)(=O)c1ccc(N/N=C/c2cccnc2)nc1	0.1	4.9	2	-2	0	1	7	-86	7
Cc1csc2nc3ccccc3c(=O)n12	0.7	-0.6	-3	21	0	8	·	-15	13
CC(=O)n1cc([C@@H]2C=C(C(=O)O)O[C@H](OCc3ccc(CO)cc3)C2)c2ccccc21	0.9	-0.1	2	8	-2	13	14	-7	3
Cc1ccc(CN2CCN(/N=C/c3ccc(C)s3)CC2)c(C)c1	-0.1	1.4	-4	2	0	51	3	-1	-1

# More entries follow.
SMILES	zVAD death inh	TNF death inh	FXIa inh 1536	PPC-1+TRAIL kill	Wee1 degr inh	CHOP inhibitor	EP2 antag	TbHK1 inh	FXIIa inh 1536
Cc1ccccc1C(=O)Nc1ccc(-c2nc3ccc(C(=O)c4ccccc4)cc3[nH]2)cc1	49	-15	5	5	0	69	10	-26	19
COc1ccc(C(=O)Cn2c(Cl)nc3c2c(=O)n(C)c(=O)n3C)cc1	-0.5	-3.3	-1	4	2	24	4	-3	1
Cc1cnc(NC(=O)COc2ccccc2Cl)s1	0.2	26	-4	60*[5 µM]	2	44	9	-2	-22
COc1ccc(NC(=O)CSc2nc(-c3ccc(C)cc3)cc(C(F)(F)F)c2C#N)cc1	0.0	-1.4	1	2	-3	-17	10	-12	17
C=C1CCN([C@H](C(=O)OCc2ccc(C)cc2)C(C)C)S(=O)(=O)c2ccccc21	-0.8	0.2	-2	-7	·	-14	11	-1	8
CCCc1cnc(N2CCN(C(=O)c3c(-c4ccccc4)noc3C)CC2)nc1	0.9	0.7	-3	-6	5	-11	7	0	1
Cc1nc(SCC(N)=O)c(C#N)c(C)c1C	-0.7	-0.2	7	10	3	19	1	-1	13
O=C1NC2=C(CCc3ccccc32)C(c2ccccc2)N1 (stereo not given)	·	-3.0	1	35	-3	43	11	4	12
COC(=O)NNC(=O)C12CC3CC(CC(C3)C1)C2	1.0	0.1	-3	17	2	2	4	-5	3
S=C(c1ccc2c(c1)OCO2)N1CCCCC1	0.7	1.0	-1	-24	-1	16	11	-2	16
CCCN(CCC)Cc1cc(=O)oc2cc3c(cc12)CCC3	0.6	-2.8	3	-4	-2	-5	8	-14	10
COc1cc(/C=C(/NC(=O)c2ccccc2Cl)C(=O)O)cc(OC)c1OC	0.1	-1.2	-5	-11	-1	23	-11	-5	4
CCOc1cc(C(c2c(C)[nH][nH]c2=O)c2c(C)[nH][nH]c2=O)ccc1OS(=O)(=O)c1ccc(C)cc1	-0.1	-0.3	4	20	-1	14	11	12	17

# Structural class, the compounds so far with two or more sulfur atoms
SMILES	zVAD death inh	TNF death inh	FXIa inh 1536	PPC-1+TRAIL kill	Wee1 degr inh	CHOP inhibitor	EP2 antag	TbHK1 inh	FXIIa inh 1536
Cc1ccc(S(=O)(=O)/N=C2/C=C(Sc3ncn[nH]3)C(=O)c3ccccc32)c(C)c1	2.5	-9.2	-2	46	-3	109*	54*	20	-1
Cc1cc(C(=O)CSc2nn3c(=O)c(C(C)(C)C)nnc3s2)c(C)n1C	6.0	0.6	-2	8	-3	18	11	-6	9
CC(=O)c1ccc(NC(=S)Nc2cccc(S(=O)(=O)Nc3c(C)n(C)n(-c4ccccc4)c3=O)c2)cc1	2.1	0.1	-6	5	1	10	-2	-12	3
COc1cccc(NC(=O)CSc2nnc(Cc3cccs3)n2-c2ccc(C)cc2)c1	-0.2	-0.9	14	-3	2	16	4	6	15
Cn1c(CSCc2ccc(Cl)cc2)nnc1SCC(=O)Nc1nccs1	-0.4	-0.5	4	14	2	33	1	7	1
CCc1nnc(NC(=O)CSc2nnc(-c3ccc(S(=O)(=O)N(CC)CC)cc3)n2CC)s1	0.7	0.7	10	-2	-2	11	10	0	21
CC(=O)N1CCN(S(=O)(=O)c2ccc(S(=O)(=O)NC3CC3)cc2)CC1	-0.9	-1.0	-9	23	1	14	5	-1	7
COC(=O)c1ccc(CSc2nnc(Nc3ccc(OC)cc3)s2)o1	0.7	3.0	1	4	-1	11	13	1	13
